# S100A4 MyoIIA: inhibitors of human S100A4 binding to myosin IIA peptide; S100A4/TAMRA-MyoIIA peptide fluorescence polarization; AID 652163; inhibition, % at 10.7 µM; 360,000 compounds, 0.14% hits;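 active = mean inhibition of at least 70% across replicates, with every replicate also reaching that level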
# Target sequence (P26447 whole entry, looked up): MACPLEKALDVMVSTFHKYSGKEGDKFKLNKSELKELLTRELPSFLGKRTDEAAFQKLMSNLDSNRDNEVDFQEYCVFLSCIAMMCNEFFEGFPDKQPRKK
#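 Material: S100A4 monomer protein | Medium: HEPES pH 7.2 with CaCl2, KCl, NaCl, DTT, Triton | Reagent: Labelled myosin peptide probe, 5 nM | Doses: One dose per compound | Times: 5 min incubation before reading | Benchmarks: Neutral control DMSO, positive control TFP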
# XiGFP reactiv: X-chromosome reactivation activator. activation, % at 7.58 µM. 360,000 compounds, 0.055% hits. XiGFP mouse fibroblasts, % GFP-positive cells imaging, 3 d; cells co-treated with 5-aza-dC sensitizer; scaled so ellipticine positive control = 100%;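 active = mean normalized replicate activation at least 10% and every replicate at or above 10%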;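 also: 0% = median of on-plate neutral control wells and 100% = ellipticine 6 µM median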
#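 Assay system – SV40-immortalized XiGFP fibroblast cells, line 68-5-11 · Buffer or medium – DMEM supplemented with 5-aza-dC as sensitizing agent · Dosing – one concentration, pinned · Benchmarks – positive control ellipticine, 6 µM final · Times – 3 days compound exposure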
# LGR2 inh: blocks bursicon-induced cAMP signaling via Drosophila LGR2 | HEK293 LGR2, CRE-luciferase, bursicon-stimulated, 4 h | inhibition, % at 9.99 µM | 380,000 compounds, 0.35% hits;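 active = drop in luminescence signal, shown as inhibition above about 50% in the replicate tests, limit read from the data, passing the limit was not always enough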;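 also: agonist challenge used bursicon conditioned medium at about half maximal strength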
# PGC1a acetyl inh: modulators of PGC1a acetylation; U2OS PGC1a acetylation, AlphaScreen anti-acetyl-lysine; with virally co-expressed GCN5 acetyltransferase; inhibition, % at 15.6 µM; 350,000 compounds, 0.17% hits; AID 651687;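 active = every replicate shows inhibition of at least 40%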;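 also: 0% = neutral control wells and 100% = positive control wells; some results beyond the cut were filed as inactive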
# C2C12 statin: protects C2C12 myotubes from simvastatin toxicity | ATP luminescence, 48 h; scaled: DMSO 0, geranylgeraniol control 100 | rescue of ATP level, % at 7.49 µM | 330,000 compounds, 0.78% hits | AID 602340;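 active = mean ATP rescue above about 67%, or every replicate alone reaching that limit, limit read from the data, passing the limit was not always enough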;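 also: myotubes were challenged with 10 µM simvastatin during compound exposure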
# ERAP1 inh: inhibitors of human ERAP1 aminopeptidase; AID 652197; Q9NZ08; recombinant ERAP1, Leu-AMC fluorescence, 60 min; inhibition, % at 10.7 µM; 340,000 compounds, 0.15% hits;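 active = mean replicate inhibition of at least 30%, or all replicates individually reaching that 30% level; inactive = mean below 30% and not every replicate reaching it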;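 also: 0% = neutral control wells and 100% = L-leucinethiol positive control wells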
# SIRT5 block: blocks human SIRT5 desuccinylation of peptide | Q9NXA8 | Purified SirT5, succinyl-peptide AMC, trypsin-coupled fluorescence | inhibition, % at 15 µM | 330,000 compounds, 1.1% hits | AID 652115; in the data active = inhibition above about 15%
# Target sequence (Q9NXA8 whole entry, looked up): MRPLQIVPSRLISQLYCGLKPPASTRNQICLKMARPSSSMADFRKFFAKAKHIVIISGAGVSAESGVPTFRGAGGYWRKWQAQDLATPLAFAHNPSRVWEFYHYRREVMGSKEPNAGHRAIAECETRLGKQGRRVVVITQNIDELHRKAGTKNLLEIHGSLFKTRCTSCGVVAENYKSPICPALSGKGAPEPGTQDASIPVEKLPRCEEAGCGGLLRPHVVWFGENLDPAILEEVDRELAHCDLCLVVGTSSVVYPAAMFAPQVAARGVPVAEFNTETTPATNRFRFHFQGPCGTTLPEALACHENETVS
# Cneo AK release: Cryptococcus neoformans lysis via adenylate kinase release. C. neoformans lysis, adenylate kinase release luminescence, 4 h; normalised: neutral wells 0, clomiphene wells 100. lysis activity, % at 15 µM. 360,000 compounds, 0.2% hits. AID 651654;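 active = mean lysis activity across replicates of at least 80%, whatever share of replicates individually reach that level; inactive = mean lysis activity below 80%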
#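 Assay system: log-phase C. neoformans yeast / Quantity: yeast cell density of 5 × 10^6 cells/mL / Medium: fresh YPD growth medium / Compound: single dose / Timing: static 4 h at 37 °C with compound, 1 h detection / Measured by: adenylate kinase release luminescence / Read-out: lysis from increased AK signal / Benchmarks: Clomiphene as positive lysis control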
# * hit, by the source's call; . = no result given. Not all compounds are listed (hit frequency here may not be typical).
SMILES,S100A4 MyoIIA,XiGFP reactiv,LGR2 inh,PGC1a acetyl inh,C2C12 statin,ERAP1 inh,SIRT5 block,Cneo AK release
Cc1ccc(S(=O)(=O)Nc2ccc3c(c2)CC(=O)N([C@H](C)CO)C[C@@H](C)[C@@H](CN(C)Cc2ccc(C(=O)O)cc2)O3)cc1,.,-1.0,-24,16,-21,.,.,.
CCCCc1cc(=O)oc2cc(OCC(=O)N(CC)CC)c(Cl)cc12,2,0.1,-23,0,8,-1,.,-1
O=C(COC(=O)CNC(=O)c1ccc(F)cc1)Nc1cccc(S(=O)(=O)N2CCCC2)c1,0,0.0,-13,.,.,1,-1,.
c1ccc2c(CN3CCSCC3)cccc2c1,-1,0.0,2,7,0,0,0,0
Cc1ccc(S(=O)(=O)N2CCN(C(=O)/C=C/c3ccccc3)CC2)cc1C,-11,-0.1,0,-1,16,4,0,3
CCn1c(SCC(=O)N2CCCCC2)nc2c1c(=O)n(C)c(=O)n2C,-5,0.0,3,0,-4,-5,3,-3
CC[C@@H](C)[C@H](N)C(=O)NC[C@H]1O[C@@H](n2cnc3c(N)ncnc32)[C@H](O)[C@@H]1O,-8,0.1,11,8,8,3,2,10
Cc1ccc(C(=O)NC(C)c2ccc3c(c2)OCO3)s1 (stereo unspecified),-1,0.1,-1,-4,.,-1,-2,.
O=C(Nc1ccccc1)c1ccco1,27,0.0,3,.,7,13,-4,3
O=C(NCc1ccccc1)NC12CC3CC(CC(C3)C1)C2,1,0.8,-4,-17,.,1,-2,.
O=C(N[C@H](CO)c1ccccc1)[C@H]1O[C@@H](n2ccc(=O)[nH]c2=O)[C@H](O)[C@@H]1O,-16,0.3,-22,10,-2,.,-2,2
CSc1n[nH]c(-c2cccs2)n1,6,-0.1,-4,.,.,-2,-1,.
COc1ccc(NC(=O)Nc2cccc3c2O[C@@H](CN(C)S(=O)(=O)c2ccc(Cl)cc2)[C@H](C)CN([C@@H](C)CO)C3=O)cc1,0,-0.1,16,1,-45,-3,-3,3
O=C(Nc1c(Cl)ccc2nsnc12)c1ccc(Br)o1,-4,0.0,-4,.,.,0,4,.
c1csc(Cc2nc(-c3ccc(-n4cccc4)cc3)no2)c1,3,0.0,-52,-1,19,3,-1,1
COc1ccc(C(NC(=O)C2CCCCC2)c2c(O)ccc3ccccc23)cc1 (stereo unspecified),-7,-0.1,20,-6,-3,-1,-3,0
CCN(c1ccccc1)S(=O)(=O)c1ccc(C(=O)N(CCCN(C)C)c2nc3c(C)cccc3s2)cc1,4,0.2,16,-12,-8,1,-1,13
O=S(=O)(c1ccc(F)cc1)c1nc(-c2ccco2)oc1Nc1ccccc1,-2,0.0,-87,-12,23,4,112*,-2
O=c1oc2ccc3ccccc3c2cc1-c1nc2ccccc2o1,.,.,-13,7,12,.,.,-2
O=C(Nc1ccc2c(c1)[C@H]1C[C@H](CC(=O)N3CCOCC3)O[C@H](CO)[C@H]1O2)NC1CCCC1,-2,0.0,1,7,2,0,-2,-11
COc1ccc(N2CCN(C(=O)c3ccc(S(=O)(=O)N4CCCCCC4)cc3)CC2)cc1,-3,-0.1,5,.,7,-8,-3,3
O=C(c1cccc([N+](=O)[O-])c1)c1ccc2c(c1)C(=O)NC2=O,9,0.0,17,2,.,6,4,1
Fc1ccc(CSc2ncnc3ccccc23)cc1,-2,0.1,0,.,.,4,-1,.
Cc1cc2c(c(=O)o1)[C@@]1(C(=O)N(C)c3cccc(Br)c31)C1=C(CCCC1=O)O2,-2,0.6,1,.,.,-1,.,.
COCC(=O)Nc1nnc(SCC(=O)N2C(C)CCCC2C)s1 (stereo unspecified),-1,0.0,-10,4,24,0,-1,2

# As entered above:
# COc1ccc(C(NC(=O)C2CCCCC2)c2c(O)ccc3ccccc23)cc1 (stereo unspecified) in XiGFP reactiv reads -0.1
# O=C(Nc1c(Cl)ccc2nsnc12)c1ccc(Br)o1 in SIRT5 block reads 4
# O=C(Nc1ccccc1)c1ccco1 in S100A4 MyoIIA reads 27

# Returning to the listing, repeating the 3 entries before the break.
SMILES,S100A4 MyoIIA,XiGFP reactiv,LGR2 inh,PGC1a acetyl inh,C2C12 statin,ERAP1 inh,SIRT5 block,Cneo AK release
Fc1ccc(CSc2ncnc3ccccc23)cc1,-2,0.1,0,.,.,4,-1,.
Cc1cc2c(c(=O)o1)[C@@]1(C(=O)N(C)c3cccc(Br)c31)C1=C(CCCC1=O)O2,-2,0.6,1,.,.,-1,.,.
COCC(=O)Nc1nnc(SCC(=O)N2C(C)CCCC2C)s1 (stereo unspecified),-1,0.0,-10,4,24,0,-1,2
C[C@@H]1CN([C@H](C)CO)C(=O)c2cc(N(C)C)ccc2O[C@@H]1CN(C)Cc1ccccc1,31,-1.0,27,-10,14,0,2,1
Cc1ccccc1Nc1c([N+](=O)[O-])cncc1[N+](=O)[O-],-5,0.0,12,6,16,1,3,1
C[C@@H]1CCCCO[C@@H](CN(C)S(=O)(=O)c2ccccc2)[C@@H](C)CN([C@@H](C)CO)C(=O)c2cc(NS(=O)(=O)c3cn(C)cn3)ccc2O1,1,0.0,-11,5,.,-1,-3,-1
O=S(=O)(c1ccccc1)N1CCCCN2[C@H](C1)[C@H](c1ccc(-c3ccccc3)cc1)[C@@H]2CO,-5,0.1,15,-4,-5,-1,1,-2
Nc1nc(-c2ccccc2)c(N=Nc2ccc(Cl)cc2)s1,0,1.4,.,.,.,-1,-1,.
CCCN1[C@H](C(=O)N(C)C)[C@@H](CO)[C@@H]2Cn3c(ccc(-c4ccc(OC)cc4)c3=O)[C@@H]21,-6,0.2,-9,3,10,0,-3,-1
COC(=O)CCCn1nc(NC(=O)c2ccco2)cc1C,1,-0.1,-11,4,-1,2,6,0
O=C(c1ccccc1)c1coc(-c2ccccc2)c1,-2,0.1,13,.,.,1,-1,.
O=S(=O)(NCCc1ccccc1)c1ccc(F)cc1,5,0.3,4,1,-8,-4,3,1
CCN1C[C@@H]2[C@@H]3C(=O)N(Cc4ccccc4)C(=O)[C@@H]3[C@](C)(C1=O)N2C(=O)c1ccc(Cl)c(Cl)c1,-6,0.0,6,.,2,-2,-1,3
CCOc1ccc(C(=O)NC(C(=O)NCCc2ccc(S(N)(=O)=O)cc2)C(C)C)cc1 (stereo unspecified),-8,0.0,-8,.,13,2,-1,-1
Cc1ccc(C)c(S(=O)(=O)N2CCCCC2CCNC(=O)C(=O)NCc2ccncc2)c1 (stereo unspecified),-3,-0.1,6,3,-11,-4,0,-2
COc1ccc(-n2nc3c(c2NC(=O)c2ccc(S(=O)(=O)N4CCOCC4)cc2)CS(=O)(=O)C3)cc1,-6,0.0,-11,-1,.,1,-8,.
O=C(NCCn1c(-c2ccncc2)nc2ccccc21)[C@H]1CCCN1c1nc(CN2CCCCC2)cs1,2,0.1,-6,5,-5,-2,-4,-3
COCCNC(=S)NC1CC2CCCC(C1)N2Cc1ccco1 (stereo unspecified),.,.,15,-7,-3,.,.,2
CCOC(=O)c1csc(N)c1-c1ccc([N+](=O)[O-])cc1,0,0.0,.,-13,.,1,-2,-1
CC(=O)N1CCN(C(=O)COC(=O)COc2c(C)cc(C)cc2C)CC1,-2,0.0,-8,3,11,-3,-2,1
CC(CNC(=O)c1ccc(C#N)cc1)NC(=O)c1ccc(C#N)cc1 (stereo unspecified),-50,0.0,-15,.,0,-2,0,-1
CCCCC1CCC(C(=O)N(C)CC(=O)Nc2cccc(OC)c2)CC1 (stereo unspecified),0,0.0,11,-19,-5,2,1,-1
O=C(Cc1cn2ccsc2n1)NCc1ccccc1,5,.,-3,5,10,2,-1,-1
COc1coc(C(O)CN)cc1=O (stereo unspecified),-2,0.1,-21,.,.,4,0,.
O=c1c2ccccc2nc(SCCN2CCCCC2)n1CCc1ccccc1,2,0.2,6,-27,-14,4,-3,0
CCCNC(=O)C[C@@H]1C[C@@H]2c3cc(NS(=O)(=O)c4ccc(F)cc4)ccc3O[C@@H]2[C@@H](CO)O1,6,0.1,4,-20,0,1,-1,-1
O=C(c1ccc([N+](=O)[O-])s1)N1CCN(c2cccc(Cl)c2)CC1,.,0.0,13,-15,.,.,.,-12
O=C(NCC(=O)N1CCCCCCC1)c1ccccc1Cl,-5,0.2,5,2,-1,1,-1,2
SMILES,S100A4 MyoIIA,XiGFP reactiv,LGR2 inh,PGC1a acetyl inh,C2C12 statin,ERAP1 inh,SIRT5 block,Cneo AK release
Cc1ccc(NC(=O)C2CC(=O)Nc3ncnn32)c(C)c1 (stereo unspecified),-11,-0.1,3,8,.,-1,-3,0
Cc1cccc(-n2cc(CNCCc3nc(C)cc(C)n3)c(-c3cccc(F)c3)n2)c1,-9,0.2,-3,6,14,-2,-3,-3
Cc1cc(C(=O)Nc2ccc3c(c2)C(=O)N(C)[C@@H]2CC[C@H](CC(=O)NCc4ccc(-c5ccccc5)cc4)O[C@H]2CO3)no1,0,.,.,.,-135,1,.,-4
CN(C)/C=C(/C(=O)c1ccccc1)n1cncn1,3,0.2,-4,.,.,-2,5,.
COc1cccc(/C=N/NC(=O)NC2CCCCC2)c1O,0,0.3,-17,-7,-19,0,-3,-1
CC1=NN(c2ccc(Cl)c(C(=O)O)c2)C(=O)/C1=C\c1ccc(-c2ccc(C(=O)O)cc2)o1,-10,0.0,11,.,.,-3,6,.
O=C(C[C@H]1CC[C@@H]2[C@H](COC[C@H](O)CN2Cc2cocn2)O1)N[C@@H]1CCN(Cc2ccccc2)C1,-9,0.2,-3,4,-10,0,0,-2
CCCS(=O)(=O)NC(=O)C1(C)CCN(C(=O)c2ccccc2OC(C)=O)C1 (stereo unspecified),6,0.4,-4,22,9,1,3,3
FCCCOc1ccc(-c2nccc(-c3ccccn3)n2)cc1,-2,0.2,-46,-10,-2,-6,-4,-5
COc1cc2nc(N(CCN(C)C)C(=O)c3ccc(S(=O)(=O)N(C)CC4CCCO4)cc3)sc2cc1OC (stereo unspecified),2,0.3,-1,-3,6,8,-2,0
Cc1cccc(-n2nnnc2SCC(=O)Nc2cccc(S(N)(=O)=O)c2)c1,2,0.4,9,.,.,.,-2,.
CC(C)CC#Cc1ccc2c(c1)O[C@H](CN(C)C(=O)c1ccncc1)[C@H](C)CN([C@H](C)CO)S2(=O)=O,30,0.1,1,-6,-16,0,-1,-6
COCCCN1C(=O)C(CC(=O)NCc2cccs2)CC(C(=O)N2CCCCCC2)=C1C (stereo unspecified),-4,0.3,0,.,.,3,.,.
C#CCN(C(=O)Nc1ccccc1)c1ccccc1,.,0.4,8,3,.,.,.,-3
CC(C)NC(=O)N(C)C[C@@H]1Oc2ncc(-c3ccccc3F)cc2C(=O)N([C@H](C)CO)C[C@H]1C,-7,0.7,-14,4,.,2,0,.
C[C@@H]1CCCCO[C@H](CN(C)C(=O)NC2CCCCC2)[C@H](C)CN([C@H](C)CO)C(=O)c2cc(NS(=O)(=O)c3ccccc3)ccc2O1,19,0.3,-7,9,.,2,4,0
NC(=O)c1ccccc1NC(=O)c1cc(S(=O)(=O)N2CCCCC2)ccc1N1CCOCC1,5,0.7,-8,3,28,1,0,0
C[C@@H]1CCCCO[C@H](CN(C)C(=O)NC2CCCCC2)[C@H](C)CN([C@@H](C)CO)C(=O)c2cc(NC(=O)Nc3ccc4c(c3)OCO4)ccc2O1,-4,0.0,5,2,.,-1,2,3
CN(C)CC(=O)Nc1ccc2c(c1)[C@H]1C[C@H](CC(=O)NCc3ccncc3)O[C@@H](CO)[C@H]1O2,9,0.6,-1,4,3,-1,-4,5
